# Screens (PubChem)
# EBNA-1 inh = blocks EBNA-1 binding to DNA | EBNA-1 DNA binding, fluorescence polarization | inhibition, % at 14.8 µM | 0.34% of 300,000 active | AID 1950; in the data active = inhibition above about 28%
# LYPLA1 inh = counter-screen for PME1 inhibitors: inhibitors of human LYPLA1 | O75608 | recombinant LYPLA1, FP-Rh probe fluorescence polarization | inhibition, % at 5.9 µM | 0.16% of 320,000 active | AID 2174;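 active = inhibition above the mean of all tested compounds plus 3 SD, set per campaign, cut at about 14% in these data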;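 note: inhibitors block serine hydrolase probe labeling of LYPLA1 so polarization falls; 0% = enzyme with DMSO and 100% = wells lacking LYPLA1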
# GSTO1 counter = counter-screen for RBBP9 inhibitors: inhibitors of human GSTO1; P78417; recombinant GSTO1, activity-based probe fluorescence polarization; AID 1974; inhibition, % at 5.96 µM; 1.1% of 300,000 active;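 active = inhibition above the campaign mean inhibition plus 3 SD, cut at about 35% in these data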;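 note: 0% = GSTO1-1 with DMSO and 100% = wells lacking GSTO1-1 enzyme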
# LYPLA2 inh = LYPLA2 (human) inhibition in PME1 counter-screen | O95372 | recombinant LYPLA2, FP-Rh probe fluorescence polarization | inhibition, % at 5.9 µM | 0.38% of 320,000 active;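 active = inhibition above the screen-wide mean plus 3 SD, limit set per campaign, cut at about 26% in these data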;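 note: 0% = LYPLA2 with DMSO and 100% = wells lacking LYPLA2 enzyme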
# PAFAH2 inh = inhibitors of human PAFAH2 | Q99487 | recombinant PAFAH2, FP-rhodamine activity probe, fluorescence polarization | inhibition, % at 3.39 µM | 0.99% of 340,000 active | AID 492956;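 active = inhibition above the mean over all tested compounds plus 3 SD, cut at about 30% in these data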;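 note: inhibitors block probe labeling of enzyme so polarization drops; 0% = enzyme with DMSO and 100% = wells lacking PAFAH2 protein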
# PREPL inh = inhibitors of human prolyl oligopeptidase-like enzyme PREPL | Q4J6C6 | recombinant PREPL, fluorescence polarization activity-based probe | inhibition, % at 5.96 µM | 0.68% of 320,000 active | AID 2751; in the data active = inhibition above about 43%;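 note: 0% = enzyme with DMSO and 100% = wells lacking enzyme; many of its hits are not listed in these tables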
# Target sequence (Q4J6C6 whole entry, looked up): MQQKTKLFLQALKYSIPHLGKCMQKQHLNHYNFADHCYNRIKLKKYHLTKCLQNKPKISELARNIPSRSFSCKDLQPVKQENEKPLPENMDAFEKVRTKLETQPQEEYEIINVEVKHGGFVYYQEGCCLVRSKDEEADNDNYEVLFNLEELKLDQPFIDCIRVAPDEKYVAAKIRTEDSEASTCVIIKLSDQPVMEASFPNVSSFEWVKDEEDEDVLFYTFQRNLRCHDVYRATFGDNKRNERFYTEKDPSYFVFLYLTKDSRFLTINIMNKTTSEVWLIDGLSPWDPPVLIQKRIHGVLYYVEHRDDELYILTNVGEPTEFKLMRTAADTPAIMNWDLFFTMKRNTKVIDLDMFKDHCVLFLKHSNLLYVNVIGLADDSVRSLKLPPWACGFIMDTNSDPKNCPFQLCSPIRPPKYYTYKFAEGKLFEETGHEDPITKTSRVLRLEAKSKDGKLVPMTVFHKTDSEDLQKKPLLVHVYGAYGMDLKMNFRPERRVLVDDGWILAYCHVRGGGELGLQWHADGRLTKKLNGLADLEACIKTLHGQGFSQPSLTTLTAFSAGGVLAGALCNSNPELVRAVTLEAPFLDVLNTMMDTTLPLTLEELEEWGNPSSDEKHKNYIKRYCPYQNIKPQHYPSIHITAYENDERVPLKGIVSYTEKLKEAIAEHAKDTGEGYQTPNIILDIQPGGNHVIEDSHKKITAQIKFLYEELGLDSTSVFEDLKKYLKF
# ZTA counter = counter-screen for EBNA-1 inhibitors: inhibitors of Epstein-Barr virus ZTA | ZTA-DNA binding, fluorescence polarization | inhibition, % at 11 µM | 0.15% of 320,000 active; in the data active = inhibition above about 33%
# Target sequence (P03206 whole entry, looked up): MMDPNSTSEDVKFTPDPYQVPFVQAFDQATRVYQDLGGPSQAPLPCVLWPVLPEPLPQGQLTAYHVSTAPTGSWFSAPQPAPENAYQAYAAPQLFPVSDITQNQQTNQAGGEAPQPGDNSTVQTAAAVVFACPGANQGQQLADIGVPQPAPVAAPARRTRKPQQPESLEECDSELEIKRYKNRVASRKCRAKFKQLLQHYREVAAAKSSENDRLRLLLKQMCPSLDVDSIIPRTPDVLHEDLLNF
# PAFAH1B3 inh = inhibitors of human PAFAH1B3; inhibition, % at 3.39 µM; 0.28% of 340,000 active; recombinant PAFAH1B3, FP-rhodamine probe, fluorescence polarization; AID 492972;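 active = inhibition above the screen-wide average of all tested compounds plus 3 SD, cut at about 25% in these data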;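 note: 0% = enzyme with DMSO only and 100% = wells lacking PAFAH1B3 protein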
# PAD4 inh = blocks human protein arginine deiminase 4. recombinant PAD4, RCA probe fluorescence polarization. Q9UM07. inhibition, % at 6.36 µM. AID 485272. 0.41% of 330,000 active;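 active = percent inhibition above a cutoff equal to the mean of all tested compounds plus 3 SD, cut at about 15% in these data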;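 note: 0% = PAD4 with RCA probe and DMSO and 100% = probe without PAD4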
# * hit, by the source's call; . = not tested or not shown. This is a subset; count on the stated rates, not on these rows.
structure,EBNA-1 inh,LYPLA1 inh,GSTO1 counter,LYPLA2 inh,PAFAH2 inh,PREPL inh,ZTA counter,PAFAH1B3 inh,PAD4 inh
O=C(Nc1ccc(-n2cnnn2)cc1)C1CCCN1C(=O)NC1CCCCC1 (stereo unspecified),-1,-2,-1,-8,-6,12,-4,4,0
CC(=O)c1cccc(NC(=O)C23CC4CC(C2)CC(n2cncn2)(C4)C3)c1,-9,6,3,7,-1,4,-21,0,-3
CCOc1cc(/C=C/C(=O)Nc2ccc(C(=O)NCCN(CC)CC)cc2)ccc1OCC(C)C,-7,-16,-17,-21,-20,6,-17,-2,2
CCOC(=O)N1CCN(S(=O)(=O)c2ccc(OC)cc2)CC1,-5,-1,7,2,5,1,-15,6,-3
O=C(Nc1nnc(Cc2ccc(F)cc2)s1)Nc1ccccc1F,-5,0,-5,-1,4,-20,11,4,2
Cc1ccc(/C=N/n2c(C)cc(C)c(C#N)c2=O)o1,4,2,4,5,-2,-6,-2,1,-1
CC(=O)NCCOc1nc(N(C)C)nc(N2CCCCC2)n1,1,-3,10,-1,-3,17,-8,-3,8
O=C(NCCSc1ccccc1)c1ccc(Br)cc1,-8,-1,-6,-9,4,-15,-2,2,-7
COc1ccccc1N1C(=O)C(Cl)=C(N2CCCC2)C1=O,2,0,9,-1,-2,-2,-17,10,4
O=C(c1ccc(S(=O)(=O)N2CCOCC2)cc1)N1CCc2ccccc21,-6,5,5,3,5,16,-12,5,3
Cc1cnc(NC(=O)Nc2ccccc2)c(C)n1,7,1,-6,6,1,9,-5,2,0
Cc1cc(C)n2cc(CSc3ccc(Cl)cc3)nc2n1,-7,-3,-3,2,-1,6,-4,11,2
CCOc1cc(-c2nccc3cc(OC)c(OC)cc23)cc(OCC)c1OCC,6,1,-1,1,-7,4,3,14,-1
Cc1cccc(N2C(=O)CN=C2Nc2nc(C)cc(C)n2)c1,-9,1,2,11,2,-4,2,1,-1
CCOCCCNC(=O)C1CCN(S(=O)(=O)N(CC(C)C)CC(C)C)CC1,17,-3,-8,-4,9,2,1,-2,3
COc1ccccc1N1CCN(CC(=O)Nc2ccc(-n3cnnn3)cc2)CC1,-3,-2,1,-3,5,9,0,-2,-3
O=C(NCCc1ccncc1)Nc1cccc(Cl)c1,-4,3,3,7,-1,10,-4,-1,-8
CS(=O)(=O)N1CCc2cc(-c3csc(NC(=O)Cc4ccccc4)n3)ccc21,5,-11,-5,-10,4,20,-8,-5,0
Cc1cc(Cl)c(S(=O)(=O)NCC2CCCO2)cc1OCC(N)=O (stereo unspecified),6,-1,0,-6,-8,-5,21,3,1
O=C(O)CC(NC(=O)C12CC3CC(CC(C3)C1)C2)c1ccc2c(c1)OCO2 (stereo unspecified),6,0,6,-3,4,1,10,-8,-1

# Reprinted from the part before: two entries, then new ones.
structure,EBNA-1 inh,LYPLA1 inh,GSTO1 counter,LYPLA2 inh,PAFAH2 inh,PREPL inh,ZTA counter,PAFAH1B3 inh,PAD4 inh
Cc1cc(Cl)c(S(=O)(=O)NCC2CCCO2)cc1OCC(N)=O (stereo unspecified),6,-1,0,-6,-8,-5,21,3,1
O=C(O)CC(NC(=O)C12CC3CC(CC(C3)C1)C2)c1ccc2c(c1)OCO2 (stereo unspecified),6,0,6,-3,4,1,10,-8,-1
Cc1cc(C)c(-n2c(O)c(C=NCCN3CCOCC3)c(=O)[nH]c2=O)c(C)c1,2,-1,1,1,-3,3,-7,3,1
Cc1nc(CNS(=O)(=O)c2ccc(Br)cc2)cs1,7,-3,-1,-5,3,-11,6,8,1
CSc1ccc(CN(C)C(=O)CCNS(=O)(=O)c2ccc(C)c(C)c2)cc1,2,2,6,5,8,9,0,0,-2
O=C(C1CCN(S(=O)(=O)c2cccnc2)CC1)N1CCN(c2ccccc2Cl)CC1,2,3,7,7,0,4,-8,-5,-1
CC(C)NC(=O)Nc1cccc2c1O[C@H](CN(C)C(=O)Nc1ccc(C(F)(F)F)cc1)[C@@H](C)CN([C@H](C)CO)C2=O,.,.,.,.,16,8,.,16,1
CCn1c(=O)cc(SCC(=O)Nc2cc(OC)c(OC)c(OC)c2)c2ccccc21,2,-3,3,-5,2,9,-1,8,-1
CCCCC(CC)CNC(=O)C1CC=CCC1C(=O)O (stereo unspecified),12,-5,4,-3,2,0,9,2,3
O=C(Nc1c(Cl)ccc2nsnc12)c1ccco1,14,-5,10,-2,3,0,-7,5,-6
CN(CC(=O)NCCN1CCN(c2ccccc2)CC1)S(=O)(=O)c1ccc2c(c1)CCC(=O)N2,-2,2,1,-4,5,23,2,2,1
COc1ccc(Br)cc1CN(C)C(=O)c1ccc2c(c1)NC(=O)C(C)S2 (stereo unspecified),-3,1,1,3,-5,12,5,5,-3
Cc1nnc(SCCn2c(N(C)Cc3ccccc3)nc3c2c(=O)[nH]c(=O)n3C)s1,-2,-4,-1,-3,1,20,11,-7,4
CNC(=O)C(=O)NCC1OCCCN1S(=O)(=O)c1ccc2c(c1)OCCO2 (stereo unspecified),-4,1,-3,-1,-1,17,-9,5,-2
CCCn1c(N)c(CC)c(=O)[nH]c1=O,-6,-1,1,3,2,12,8,-5,2
Cc1nn(Cc2ccc(Cl)c(Cl)c2)c(C)c1NC(=O)c1cc(C2CC2)on1,1,1,3,9,-4,19,6,3,3
Cn1ccnc1Sc1ccc(/C=N/NC(=O)c2ccccc2[N+](=O)[O-])cc1[N+](=O)[O-],-6,-1,6,2,-9,6,7,4,1
Cc1cccc(N(C)C(=O)c2cc3c(=O)[nH]c4ccc(C)cc4c3s2)c1,-8,0,-10,-5,1,-4,1,-3,-9
O=C(COC(=O)Cc1ccccc1F)Nc1ccc(SC(F)F)cc1,1,-4,11,2,3,-12,-1,3,2
COc1ccc(C2=NN(CN3C(=O)C(=O)c4ccccc43)C(c3ccc(Br)cc3)C2)cc1 (stereo unspecified),-4,-5,3,7,7,6,-13,-3,2
CCN(CC)CCNC(=O)CNC(=O)c1nn(-c2ccc(OC)cc2)c(=O)c2ccccc12,-19,-1,-7,0,0,12,-1,8,-4
CCn1cc(C(=O)NCCN(CC(C)C)CC(C)C)c(=O)c2cc(S(=O)(=O)N3CCOCC3)ccc21,-6,-3,-4,-5,-2,11,7,-5,4

# Additional entries.
structure,EBNA-1 inh,LYPLA1 inh,GSTO1 counter,LYPLA2 inh,PAFAH2 inh,PREPL inh,ZTA counter,PAFAH1B3 inh,PAD4 inh
O=c1[nH]ncc(N2CCN(C(c3ccccc3)c3ccccc3)CC2)c1Cl,6,-2,1,2,2,3,8,10,-1
O=C1CC(NCc2ccncc2)C(=O)N1c1ccccc1 (stereo unspecified),1,-7,3,-8,11,1,7,-3,5
O=C(O)c1ccc(S(=O)(=O)N2CCC(NC(=O)C3CCCCC3)CC2)cc1,12,-1,-3,-1,-8,-6,14,10,0
Cc1nc(N2CCOCC2)nc(Oc2ccccc2F)c1[N+](=O)[O-],-1,1,3,1,-9,6,-19,7,-1
Cc1cc(C)c2nc(N3CCC(C(=O)N4CCN(C(=O)c5ccco5)CC4)CC3)sc2c1,-6,7,8,17,-54,18,-13,6,3
CCOc1ccccc1NC(=O)NC1CCN(CC(=O)Nc2ccc3c(c2)OCCO3)CC1,0,3,-9,6,-2,22,-2,5,-5
CCOc1nc(-c2ccccc2)ccc1-c1noc(-c2ccncc2)n1,-9,2,-3,-7,-7,14,9,1,-3
Cn1cnnc1SCC(=O)Nc1nc(-c2ccc(F)cc2)cs1,8,2,-9,-1,-5,-10,2,-1,7
Cc1ccc2c(=O)cc(C(=O)NCc3ccccc3)oc2c1C,0,-1,2,-4,0,-7,6,4,4
Cc1ccc(C)c(OCC(=O)NNC(=O)CCN2CCN(c3ccccc3)CC2)c1,.,-4,.,-7,1,11,-4,3,-3
CCOC(=O)c1c(NC(=O)COC(=O)Cn2c(C)nc3ccccc32)sc2c1CCCC2,2,6,6,9,2,-6,-1,3,-4
CCN(CC)c1ccc(-c2nn3c(-c4ccccc4OC)nnc3s2)cc1,-8,7,2,11,0,57*,-1,-3,-3
CCCNC(=O)c1oc2ccc3c(c2c1C)C=CC(C)(C)O3,10,-2,-6,-4,-1,-8,-5,-4,-1
Cc1ccc(NC(=O)CSc2nnc(-c3n[nH]c4ccccc34)n2-c2ccccc2)c(C)c1,9,-13,15,-21,-3,-12,-4,-5,-2
CCC(Oc1ccccc1OC)C(=O)N1CC(=O)Nc2ccccc21 (stereo unspecified),-14,1,8,-3,-1,-14,8,0,4
Cc1ccccc1OCc1nc2ccccc2c(=O)n1/N=C/c1cn[nH]c1-c1ccccc1,1,-30,-12,-53,-1,-38,-13,1,0
CC(=O)N1CCN(S(=O)(=O)c2cccc(C(=O)OCC(=O)N(Cc3ccccc3)C(C)(C)C)c2)CC1,.,.,.,.,3,16,.,10,-2
C/C(CC(=O)Nc1ccc2c(c1)OCCO2)=N\NC(=O)COc1ccccc1C,10,1,8,8,7,-5,4,3,2
O=C(O)C1CC(c2cccc(Br)c2)=NO1 (stereo unspecified),4,-3,2,-1,-5,5,0,-3,-4
Cc1ccccc1OCC(=O)Nc1ccc(N2CCN(C(=O)C(C)C)CC2)c(Cl)c1,12,-2,4,16,-5,49*,3,1,1

# The list goes on.
structure,EBNA-1 inh,LYPLA1 inh,GSTO1 counter,LYPLA2 inh,PAFAH2 inh,PREPL inh,ZTA counter,PAFAH1B3 inh,PAD4 inh
O=C(/C=C\c1ccco1)Oc1cccc2cccnc12,2,-1,3,-2,11,39,-2,9,-1
CC(OC(=O)c1cccc(-n2cnnn2)c1)C(=O)Nc1ccccc1F (stereo unspecified),-10,2,-2,-2,1,6,-10,0,-3
Cc1ccc(NC(=O)CNC(=O)C2CCCCC2)nc1,-4,2,4,7,1,-5,-4,2,-5
COc1ccc(CCNC(=O)CCN2C(=O)C(C)Oc3ccc(C)cc32)cc1OC (stereo unspecified),8,6,-2,11,6,-2,-5,7,-8
COc1ccccc1NC(=O)COn1nnc2ccc(S(=O)(=O)N3CCOCC3)cc21,1,4,36*,5,6,6,-13,6,-2
O=C(CSc1nc(-c2ccc(F)cc2)cs1)NC(=O)NCc1ccco1,1,-2,7,2,-1,-3,-1,5,0
Cc1ccc(Sc2ncccc2C(=O)NCc2cc([N+](=O)[O-])ccc2O)c(C)c1,3,-2,1,3,23,2,8,0,-2
O=C(Cn1[nH]c(=O)c2ccccc2c1=O)OCC(=O)N1CCCc2ccccc21,11,-2,-10,-7,1,-5,5,10,-1
COc1cc(C(=O)OCC(=O)Nc2c(F)c(F)c(F)c(F)c2F)cc(OC)c1OC,-10,-2,25,0,1,6,3,1,1
O=C(C1CCC(CNc2c(N3CCCCC3)c(=O)c2=O)CC1)N1CCN(c2ccccn2)CC1 (stereo unspecified),-9,-1,-1,3,5,9,-2,3,-2
O=C(Cn1cnc2c(nnn2-c2cccc(Cl)c2)c1=O)N1CCCC1,3,-3,5,-3,6,5,1,-5,0
CCC(C)(C)NC(=S)Nc1ccccc1C,4,2,0,2,3,22,4,4,3
Nc1ccc(C23CC4CC(CC(O)(C4)C2)C3)cc1,-5,1,-4,4,-1,-1,-14,4,-5
C#CCOCCOCCOCCNc1nc(N2CCN(C(=O)[C@H](CCCCN)n3cc([C@@H](N)CO)nn3)CC2)nc(N2CCN(C(=O)[C@H](Cc3ccc(O)cc3)n3cc([C@@H](N)CC(C)C)nn3)CC2)n1,-14,4,8,6,2,5,-18,11,-2
O=C(CN(Cc1ccco1)C(=O)CNS(=O)(=O)c1ccc(F)cc1)NCc1ccccc1,-23,1,-3,2,7,7,-12,1,-1
CCOc1cc(C=O)cc(Br)c1OCC(=O)NCCc1ccccc1,10,0,-4,0,5,19,9,-2,-8
O=C(O)/C=C/C(=O)N1CCN(S(=O)(=O)c2cc(C(F)(F)F)ccc2Cl)CC1,-1,-1,4,-4,-6,9,-2,-4,2
